TGFb inhibitor: blocks TGF-b signaling; 410,000 compounds, 1.2% hits; AID 588855; HepG2 CAGA-GFP TGF-b/SMAD3 reporter, GFP fluorescence, 18 h; TGF-beta stimulated, 500 pg/mL final; Potency, µM (doses to about 46.1 µM), for inactives: top-dose activity, negative = inhibition, usual class: inhibitors; also: potency is read from the fitted curve at half-maximal effect; % is scaled to controls: 0 for no effect and ±100 for the full control effect; nearly all actives have a fitted effect of over 65% in size
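HEPG2 CAGA-GFP, 1000 cells/well; 2 h settle, 37 C; cpd via pin tool; TGF-b 500 pg/mL final; 18 h, 37 C; GFP imaging ex488/em500-530; %Activity normalised to -TGF-b and +DMSO controls; CRC fit, curve class.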
ATXN viability: reduces viability in counter-screen for ATXN expression inhibitors. AID 651635. 400,000 compounds, 0.49% hits. Potency, µM (doses to about 56.7 µM), hits mostly cytotoxic. S2 cells (HEK-293 line with an ATXN2-luciferase reporter) viability, CellTiter-Fluor protease fluorescence, 24 h; also: potency is read from the fitted curve at half-maximal effect; nearly all actives have a fitted effect of over 40% in size
EPAC2 ag: activates human EPAC2 exchange factor; EPAC2 activation, biochemical qHTS; response scale: 100% = 6.5 mM cAMP response; Potency, µM (doses to about 154 µM), for inactives: at the highest dose activation, most hits filed as activators; 360,000 compounds, 0.079% hits; AID 720711; also: potency is read from the fitted curve at half-maximal effect; nearly all actives have a fitted effect of over 50% in size
Target sequence (Q8WZA2 whole entry, looked up): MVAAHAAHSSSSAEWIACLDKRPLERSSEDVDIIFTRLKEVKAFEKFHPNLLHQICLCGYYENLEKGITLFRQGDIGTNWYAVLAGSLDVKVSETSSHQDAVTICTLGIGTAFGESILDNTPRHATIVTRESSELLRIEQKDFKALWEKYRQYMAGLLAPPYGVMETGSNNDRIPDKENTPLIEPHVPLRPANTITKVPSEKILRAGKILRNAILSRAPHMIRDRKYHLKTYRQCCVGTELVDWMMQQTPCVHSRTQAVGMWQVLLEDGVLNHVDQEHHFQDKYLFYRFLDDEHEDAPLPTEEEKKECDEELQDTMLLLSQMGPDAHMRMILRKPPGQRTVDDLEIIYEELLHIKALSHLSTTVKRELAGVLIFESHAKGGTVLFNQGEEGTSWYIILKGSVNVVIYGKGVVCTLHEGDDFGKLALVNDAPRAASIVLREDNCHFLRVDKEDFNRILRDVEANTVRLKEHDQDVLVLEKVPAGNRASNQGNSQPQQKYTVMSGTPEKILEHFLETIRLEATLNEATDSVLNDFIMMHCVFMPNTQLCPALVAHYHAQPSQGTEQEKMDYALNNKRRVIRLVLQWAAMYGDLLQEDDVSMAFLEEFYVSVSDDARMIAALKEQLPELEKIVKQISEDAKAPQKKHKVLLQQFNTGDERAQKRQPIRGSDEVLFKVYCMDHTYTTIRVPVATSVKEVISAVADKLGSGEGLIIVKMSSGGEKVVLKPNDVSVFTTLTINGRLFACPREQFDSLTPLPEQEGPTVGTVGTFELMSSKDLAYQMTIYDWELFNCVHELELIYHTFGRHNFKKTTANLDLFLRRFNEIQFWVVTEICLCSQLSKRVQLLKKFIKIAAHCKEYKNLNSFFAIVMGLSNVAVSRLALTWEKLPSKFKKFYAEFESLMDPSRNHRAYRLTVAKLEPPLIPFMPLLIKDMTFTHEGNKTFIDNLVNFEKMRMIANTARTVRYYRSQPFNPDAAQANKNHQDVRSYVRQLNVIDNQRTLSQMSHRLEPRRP
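EPAC2 (100 nM) mixed with Rap1B loaded with BODIPY-GDP (250 nM) plus 50 uM unlabeled GDP; compounds pinned in, 5 min RT, then read every 5 min for 30 min (ex 480, em 540 nm). Normalized to cAMP control.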
ATXN2 expr inh: inhibitors of ATXN2 expression; HEK-293 ATXN2-luciferase reporter, luminescence, 24 h; Potency, µM (series often up to 57 µM), for the others: top-dose activity change, negative = inhibition, most hits filed as inhibitors; 360,000 compounds, 0.72% hits; also: potency is read from the fitted curve at half-maximal effect; % is scaled to controls: 0 for no effect and ±100 for the full control effect; nearly all actives have a fitted effect of over 55% in size
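ATXN2-luciferase reporter cells (luciferase flanked by upstream and downstream ATXN2 gene portions) were treated 24 h at 37 °C with compounds at up to 57 uM. SteadyGlo luminescence gave expression; GF-AFC fluorescence gave viability.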
HepG2 viability: kills HepG2 cells in TGF-b inhibitor counter-screen | HepG2 CAGA-GFP viability, ATP luminescence, 18 h | AID 588856 | 410,000 compounds, 0.76% hits | Potency, µM (series often up to 46.1 µM), inactives show at the top dose activity change, negative = cytotoxicity, most hits filed as cytotoxic; also: potency is read from the fitted curve at half-maximal effect; some results filed as inactive show a strong effect at the top dose
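HepG2 CAGA-GFP cells (1000/well, DMEM with 1% FBS) received compound, then TGF-beta at 500 pg/mL final, and were incubated 18 hours at 37 degrees C. Viability was read by CellTiter-Glo luminescence. Media-only wells were set as complete cell-killing and DMSO as no toxicity.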
Nrf2 ARE act: activates Nrf2 signaling | AREc32 ARE-luciferase reporter (MCF7-derived line), luminescence, 24 h | Potency, µM (doses to about 46.1 µM), for the others: top-dose activation, actives largely listed as activators | 410,000 compounds, 0.31% hits | AID 624171; also: potency is read from the fitted curve at half-maximal effect; % of control where 0% means no effect; nearly all actives have a fitted effect of over 65% in size
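Steps: seed AREc32_Fluc cells (1000/well, 5% FBS OPTI-MEM); incubate overnight at 37 deg C; add 23 nL compound; incubate 24 hr; add Steady-Glo; hold 30 min RT; read luminescence.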
Nrf2 block: Nrf2 pathway inhibition | A549 ARE-Fluc reporter, luciferase luminescence, 18-24 h | Potency, µM (doses to about 46 µM), inactives show at the highest dose activity change, negative = inhibition, actives largely listed as inhibitors | 360,000 compounds, 2.1% hits | AID 504444; also: potency is read from the fitted curve at half-maximal effect; % is scaled to controls: 0 for no effect and ±100 for the full control effect; nearly all actives have a fitted effect of over 60% in size
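Cells were seeded and rested 2 h, then exposed to compounds for 18-24 h. CellTiter-Fluor was read first as a viability measure. BugLite was added 15 min before the final luminescent read of ARE-luciferase activity in A549 cells.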
A549 viability: kills or reduces viability of A549 cells in Nrf2 counter-screen. A549 ARE-Fluc cells, CellTiter-Fluor viability, 18-24 h. AID 504648. 390,000 compounds, 0.16% hits. Potency, µM (highest dose often 46 µM), for inactives: at the highest dose activity change, negative = cytotoxicity, most hits filed as inhibitors; also: potency is read from the fitted curve at half-maximal effect; % is scaled to controls: 0 for no effect and ±100 for the full control effect
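Cytotoxicity counterscreen: CellTiter-Fluor fluorescence was measured in A549 ARE_Fluc cells after 18-24 h of compound exposure in a concentration series. The subsequent BugLite luminescent read reports ARE-luciferase activity.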
IL-2 act: activates IL-2 in a cell-based reporter assay | IL-2 activation reporter assay, cell-based qHTS; stimulated with anti-CD3/CD4/CD28 beads; in transgenic mouse T cells | activation, % (series mostly up to about 46 µM) | 360,000 compounds, 0.065% hits; in the data active = activation above about 50%; inconclusive = mostly about 30% to 49%; also: 0% is about no effect
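First, unstimulated transgenic mouse T cells were exposed to compound for 60 min. Next, anti-CD3/anti-CD4-coated beads with anti-CD28 were added. Finally, after 18 h at 37 degrees C, EGFP and DsRed were imaged.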
The depositor's hits bear a star; i = inactive; ? = inconclusive; . = not tested or not shown; [ ] = remark or other dose. Unless noted, calls follow the shape of the dose curve; as a rule, active = well fitted curve in the direction sought with a large enough effect; inconclusive = small, poorly fitted or top-dose-only effect, or another doubt; inactive = no such curve, though single readings can be large; an effect the other way counts as inactive or inconclusive.

nr | Compound | TGFb inhibitor | ATXN viability | EPAC2 ag | ATXN2 expr inh | HepG2 viability | Nrf2 ARE act | Nrf2 block | A549 viability | IL-2 act
1 | CC(=O)N1CCC2(CC1)OC(=O)C(C)=C2C(=O)Nc1ccccc1C(F)(F)F | -9% | . | . | . | -4% | 0.3% | 36% | 15% | .
2 | COc1ccc(N2CCN(C(=O)c3ccc(N(C)S(=O)(=O)c4ccc(OC)cc4)cc3)CC2)cc1 | ? | ? | 8% | -29% | -8% | 2.9% | 26µM* | 10% | 8.3
3 | CCn1nnc2cc(C(=O)Nc3ccc(C(=O)OC(C)C)cc3)ccc21 | 22% | i | -5% | -9% | -8% | 11% | 0% | 4% | 1.4
4 | CCCC[C@@H]1Cc2[nH][nH]c(=O)c2[C@H](c2cccc3ccccc23)O1 | . | i | -4% | -12% | . | 2.0% | . | . | -0.4
5 | Cc1nc(CSc2nnc(N)s2)cs1 | 1% | i | -1% | . | 3% | -0.1% | 4% | 5% | 1.0
6 | O=C(Nc1ccc2oc(-c3cccnc3)nc2c1)c1ccc(Br)cc1 | -3% | ? | . | -8% | 20% | -1.2% | ? | -6% | .
7 | COc1ccc(C)cc1NC(=O)NCc1cccn1Cc1ccccc1 | 2% | i | . | -15% | -5% | 0.5% | 19% | 7% | .
8 | Cc1cccc(Cn2c(CNS(=O)(=O)c3ccc(Cl)s3)nc3cccnc32)c1 | ? | . | . | . | -22% | 3.4% | . | -6% | .
9 | COc1ccc(Nc2ncnc3ccc(Br)cc23)c(OC)c1 | -12% | ? | 11% | -88% | -45% | 0.3% | ? | 4% | 0.3
10 | Cc1ccc(CNC(=O)Cc2ccc(NC3=NC4CS(=O)(=O)CC4S3)cc2)cc1 (configuration not stated) | -11% | i | 1% | 9% | -32% | -1.3% | 3% | 4% | 2.4

Arranged by the number under IL-2 act (falling): three from the list above
#	Molecule	IL-2 act
2	COc1ccc(N2CCN(C(=O)c3ccc(N(C)S(=O)(=O)c4ccc(OC)cc4)cc3)CC2)cc1	8.3
5	Cc1nc(CSc2nnc(N)s2)cs1	1.0
4	CCCC[C@@H]1Cc2[nH][nH]c(=O)c2[C@H](c2cccc3ccccc23)O1	-0.4

More structures follow.
nr | Compound | TGFb inhibitor | ATXN viability | EPAC2 ag | ATXN2 expr inh | HepG2 viability | Nrf2 ARE act | Nrf2 block | A549 viability | IL-2 act
11 | CC1(C(=O)O)CCC(C(=O)Nc2cccc(F)c2)C1(C)C (configuration not stated) | -1% | i | 2% | -7% | -4% | -0.2% | 26% | 15% | 1.5
12 | NC(=O)CSc1nnc2ccc(-c3ccc(F)cc3)nn12 | -9% | i | 12% | -7% | -4% | -0.4% | -9% | 0% | -1.6
13 | Cc1nnc2sc(SCc3ccc(Br)cc3)nn2c1=O | 5% | i | 1% | 0% | 15% | -0.5% | 9% | -1% | -1.5
14 | COc1ccc(C2(C(=O)c3ccccc3)C(=O)c3ccccc3C2=O)cc1 | 7% | i | 7% | . | -8% | 0.4% | 18% | -10% | -0.2
15 | COc1cc(OC)cc(C(=O)n2cnnc2N)c1 | -11% | i | 4% | -3% | 1% | -0.7% | 5% | 16% | 0.6
16 | COc1ccc(CN=CC2=C(O)CC(C)(C)CC2=O)cc1 | -2% | i | 5% | 19% | -8% | 0.2% | 10% | -3% | 0.1
17 | CC(=O)c1ccc(NC(=O)CSc2nc3nn(-c4ccccc4)c(=O)c-3c3n2CCCCC3)cc1 | 1% | i | 12% | -17% | -14% | 2.1% | -11% | 6% | -0.4
18 | Cc1ccc(OC(=O)C23CC4CC(CC(C4)C2)C3)c(C)n1 | -3% | i | 15% | -10% | 3% | -0.7% | -2% | -1% | -3.3
19 | CCOc1ccc(CNC(=O)CN2C(=O)CSc3ccc(S(=O)(=O)N4CCOCC4)cc32)cc1 | -5% | i | 2% | . | -14% | -0.6% | . | . | -1.7
20 | COc1ccc(C(O)c2ncc(-c3ccc4ccccc4c3)[nH]2)cc1 (configuration not stated) | -6% | ? | 3% | 12% | -16% | 6.2% | . | . | 0.1

Single records (already shown). Order of values: TGFb inhibitor	ATXN viability	EPAC2 ag	ATXN2 expr inh	HepG2 viability	Nrf2 ARE act	Nrf2 block	A549 viability	IL-2 act
COc1ccc(CN=CC2=C(O)CC(C)(C)CC2=O)cc1 across the screens: -2%	i	5%	19%	-8%	0.2%	10%	-3%	0.1
Cc1nnc2sc(SCc3ccc(Br)cc3)nn2c1=O across the screens: 5%	i	1%	0%	15%	-0.5%	9%	-1%	-1.5
COc1ccc(C(O)c2ncc(-c3ccc4ccccc4c3)[nH]2)cc1 (configuration not stated) across the screens: -6%	?	3%	12%	-16%	6.2%	.	.	0.1

(next part)
nr | Compound | TGFb inhibitor | ATXN viability | EPAC2 ag | ATXN2 expr inh | HepG2 viability | Nrf2 ARE act | Nrf2 block | A549 viability | IL-2 act
21 | CCCCNC(=S)NC1CCCC1 | -22% | i | -18% | 0% | -15% | 0.3% | 0% | 3% | 1.0
22 | CCCNC(=O)C1(C)CCN(Cc2ccc(-c3ccccn3)cc2)C1 (configuration not stated) | 13% | i | 5% | 12% | 2% | 0.1%[9.22 µM] | . | . | -0.8
23 | O=C(Nc1ccccc1)c1sc(Cl)nc1-c1ccccc1 | -7% | i | -6% | 2% | -21% | ? | -7% | 4% | -0.6
24 | O=C(Cn1cnc(Cl)c1Cl)c1ccc(F)cc1 | 9% | i | 7% | 3% | -3% | 0.2% | -1% | -3% | -2.8
25 | Cc1cc(C)c(S(=O)(=O)N(C)CC(=O)N2CCCC2)c(C)c1 | 1% | i | 3% | . | 5% | -0.4% | . | . | 0.4
26 | Cn1c(SCC(=O)Nc2ccc(N3CCOCC3)cc2)nnc1-c1ccco1 | 0% | i | 8% | 18% | -9% | 1.2% | 9% | 0% | 0.1
27 | O=C(Nc1cc(S(=O)(=O)N2CCCCC2)ccc1Cl)C1=NN(c2ccccc2)C(=O)CC1 | 6% | i | 2% | 3% | 1% | -0.2% | -25% | -9% | -1.5
28 | CCOc1ccc(NC(=O)CC2C(=O)N(c3ccc(OCC)cc3)C(=S)N2C2CC2)cc1 (configuration not stated) | 10% | i | -2% | -5% | -1% | 0.5% | -7% | -16% | -1.8
29 | COc1ccc(NC(=O)CSc2nnc(Cn3c(=O)sc4ccccc43)n2C)cc1OC | 16% | i | 1% | 10% | -10% | 0.0% | 1% | 0% | -0.6
30 | O=C(c1ccc(F)cc1)C(C(=O)N1CCCCC1)n1ccccc1=O (configuration not stated) | 1% | i | -3% | -17% | 6% | -0.4% | 0% | -11% | -0.5

(listing goes on)
Every second line gives: TGFb inhibitor	ATXN viability	EPAC2 ag	ATXN2 expr inh	HepG2 viability	Nrf2 ARE act	Nrf2 block	A549 viability	IL-2 act
31: O=S(=O)(NCC(O)c1ccccc1)c1ccc(-c2ccccn2)s1 (configuration not stated)
  ?	i	10%	-2%	-21%	0.9%	-4%	1%	-1.2
32: CCOC(=O)CNC(=S)N(CCCN1CCCCC1)Cc1cccs1
  -10%	i	7%	-8%[11.3 µM]	7%	-0.7%	11%	1%	2.1
33: CC(NC(=O)CCSCCC(=O)NC(C)c1ccccc1)c1ccccc1 (configuration not stated)
  -30%	?	-5%	-17%	-12%	0.0%	8%	0%	-0.1
34: O=C(Nc1ccccc1F)c1ccc2snnc2c1
  13%	i	-4%	31%[activator]	-17%	3.8%	?	-16%	-0.1
35: COc1ccc(CCNC(=O)c2ccccc2NC(=O)CN2CCN(c3ccccc3O)CC2)cc1
  3%	?	1%	-19%	-22%	1.8%	?	3%	-4.8
36: Cc1cc(C)nc(NC2=NCCN2C(=O)NC2CCCCC2)n1
  0%	i	-2%	14%	3%	0.6%	7%	-2%	-0.8
37: Cc1ccc(-n2c(Cc3ccccc3)nnc2SCc2nc(-c3cccs3)no2)cc1
  ?	?	.	?	-42%	-0.5%	?	-3%	.
38: CC1(C)OC(=O)C2=C(C[C@@H](C3CC3)O[C@H]2CCc2cccc(Cl)c2)O1
  .	i	4%	-5%	.	-0.1%	.	.	-1.1
39: COc1ccc2nc(NC(=O)Cn3cnc4c(=O)n(C)c(=O)n(C)c43)sc2c1
  -3%	i	6%	7%	-21%	3.9%	-12%	-9%	0.2
40: c1ccc(CSc2n[nH]c(-c3ccco3)n2)cc1
  -18%	i	6%	25%	-66%	2.8%	2%	-15%	-2.5
41: C=CCn1c(SCC(=O)N2CCc3ccccc3C2)nnc1-c1ccncc1
  10%	i	1%	-15%	-4%	-2.1%	-20%	9%	0.0
42: COc1cccc(Cn2c(CNS(=O)(=O)c3ccc(F)c(Cl)c3)nc3cccnc32)c1
  ?	.	.	.	-20%	7.1%	.	12%	.
43: Cc1cccc(/C=C2\Sc3ccc(C(=O)N4CCOCC4)cc3N(C)C2=O)c1
  -14%	?	8%	.	-16%	5.1%	-20%	0%	0.2
44: COc1cccc(OCC(Cn2cnc3ccccc32)OC(C)=O)c1 (configuration not stated)
  3%	?	0%	.	-12%	5.8%	-11%	0%	0.8
45: C[N+](C)(C)CCCCCCC(=O)/C=N/O
  6%	i	8%	.	-25%	1.9%	1%	0%	-3.8
46: COc1cc2[nH]c(=O)n(Cc3ccc(C(=O)NCc4ccccc4)cc3)c(=O)c2cc1OC
  -40%	i	.	-23%	-16%	-1.3%	-16%[9.27 µM]	0%	.
47: CC(=O)c1ccc(NC(=O)Cn2nc(C(F)(F)F)c3c2CCCC3)cc1
  -1%	?	.	5%	-24%	5.7%	6%	-14%	.
48: Cc1ccc(NC(=O)CN2C(=O)NC(Cc3ccccc3)C2=O)cc1 (configuration not stated)
  10%	i	-3%	-6%	1%	0.1%	4%	1%	-0.4
